Screening results as filed in PubChem.
LMP1 NFkB inh = reduces LMP1-driven NF-kappaB luciferase signal. LMP1-induced NF-kappaB luciferase reporter cells, luminescence. AID 504558. inhibition, % at 12.5 µM. 350,000 compounds, 0.69% hits; in the data active = inhibition above about 41%; inconclusive = no clear call, values can overlap the other calls;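 also: 0% = neutral control wells and 100% = reference inhibitor control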
Shn3 3UTR inh = inhibitors of Schnurri-3 3'UTR reporter in osteoblasts; inhibition, % at 12.5 µM; Clone20 osteoblast Shn3 3'UTR firefly luciferase, 24 h; AID 588674; 360,000 compounds, 0.52% hits;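 active = mean inhibition of at least 75% with every replicate also reaching 75%; inconclusive = mean inhibition at least 75% but some replicate below; inactive = mean inhibition below 75%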;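 also: 0% = median of neutral control wells and 100% = pilot-screen positive control compound; some compounds past the cut are filed as inactive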
iPSC survival up = enhancers of human iPSC single-cell survival. 360,000 compounds, 0.044% hits. survival enhancement, % at 20 µM. hiPSC single-cell survival, ATPlite luminescence; 100% = ROCK inhibitor wells, 0% = DMSO; in the data active = survival enhancement above about 18%;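 also: cells exposed to compounds for 16 hours before the ATP read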
TRPM1 prom inh = inhibitors of MITF-driven TRPM1 promoter in melanoma cells; SK-MEL-5 TRPM1 promoter luciferase, 24 h; inhibition, % at 12.5 µM; 330,000 compounds, 0.83% hits;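 active = mean inhibition across replicates of 60% or more, whatever share of single replicates reaches that level; inconclusive = some that reach 60%, reason not given; inactive = mean inhibition across replicates below 60%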; also: values of inactives mirror those of a sister screen read the other way
CF NFkB inh = blocks PAF-induced NF-kB reporter in cystic fibrosis cells. inhibition, % at 5 µM. 360,000 compounds, 0.86% hits. KKLEB NF-kB-GFP reporter, GFP fluorescence overnight;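 active = at least 50% inhibition at 5 µM, scaled per plate between neutral and stimulator controls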;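 also: PAF is a Pseudomonas aeruginosa culture filtrate used as stimulus; plate controls were PAF-stimulated DMSO wells for no effect and unstimulated DMSO wells for full effect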
NR2E3 ag-1 = human photoreceptor-specific nuclear receptor agonism | Q9Y5X4 | CHO-S Gal4-NCOR/VP16-NR2E3 two-hybrid, luciferase | inhibition of corepressor binding, % at 3.98 µM | 360,000 compounds, 0.35% hits | AID 602229;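 active = inhibition above the mean of all tested compounds plus 3 SD, cut at about 70% in these data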;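 also: 0% = DMSO with NR2E3 transfected cells and 100% = cells lacking NR2E3 construct; higher means lower luciferase signal from less NR2E3 corepressor binding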
Target sequence (Q9Y5X4 whole entry, looked up, the tested form may be a part): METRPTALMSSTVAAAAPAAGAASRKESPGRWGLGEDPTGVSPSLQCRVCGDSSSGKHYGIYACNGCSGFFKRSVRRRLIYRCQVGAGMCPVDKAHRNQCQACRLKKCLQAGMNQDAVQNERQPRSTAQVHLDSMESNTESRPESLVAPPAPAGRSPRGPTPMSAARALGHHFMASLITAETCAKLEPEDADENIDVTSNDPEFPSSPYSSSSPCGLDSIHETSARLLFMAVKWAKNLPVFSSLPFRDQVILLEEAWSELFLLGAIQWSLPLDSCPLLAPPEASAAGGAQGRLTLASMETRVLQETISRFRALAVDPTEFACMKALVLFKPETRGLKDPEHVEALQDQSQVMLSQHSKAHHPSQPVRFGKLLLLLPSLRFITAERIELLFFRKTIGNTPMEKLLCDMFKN
KKLEB cytotox = reduces viability of KKLEB cystic fibrosis airway cells; KKLEB CF airway cells viability, ATPlite luminescence, overnight; active compounds read low; cells stimulated with P. aeruginosa culture filtrate; activity change (cytotoxicity), % at 5 µM; 360,000 compounds, 0.36% hits; AID 602141;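 active = corrected activity change at or below -50% at 5 µM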
C8 TRAIL sens = sensitizes caspase-8 expressing cells to TRAIL; NB7+C8 cells + TRAIL, ATPlite viability luminescence; inhibition (viability loss, TRAIL sensitization), % at 10 µM; 360,000 compounds, 1% hits; AID 624354;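 active = compounds causing at least 50% loss of cell viability in the single-dose screen, relative to plate controls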
HIF-2a inh = inhibitors of HIF-2a; 786-0 RCC cells HIF-2a reporter, luciferase luminescence, overnight; inhibition, % at 18.8 µM; 360,000 compounds, 0.72% hits; AID 624352;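 active = inhibition of the luminescence signal of 40% or more relative to plate controls, in a single-dose primary screen at 18.75 µM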
NR2E3 ag-2 = agonists of human nuclear receptor NR2E3; Q9Y5X4; inhibition of corepressor binding, % at 4.78 µM; GST-NR2E3/biotin-RetCOR TR-FRET, 1536-well; AID 2300; 320,000 compounds, 0.12% hits;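 active = percent inhibition above the cutoff of mean plus 3 SD of all tested compounds, set per screening campaign, cut at about 20% in these data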;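 also: 0% = DMSO wells and 100% = biotin wells as full block of FRET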
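System: GST-tagged NR2E3 plus biotinylated RetCOR corepressor; Amount: 1.35 nM GST-tagged NR2E3 final; Dosing: single nominal compound dose of 4.8 µM; Schedule: 5 h incubation at 4 °C; Technique: TR-FRET with europium anti-GST and streptavidin-D2, 340 nm excitation; Controls: biotin wells as high control, 0.6% DMSO wells as low control.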
Peg3 promoter = Peg3 promoter activity inhibition; HeLa PEG-Prom luciferase reporter, luminescence, overnight; inhibition, % at 20 µM; 360,000 compounds, 1.7% hits; AID 588405;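 active = inhibition of at least 50% at 20 µM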
* hit, by the source's call; ? = inconclusive; / = no result given.

SMILES	LMP1 NFkB inh	Shn3 3UTR inh	iPSC survival up	TRPM1 prom inh	CF NFkB inh	NR2E3 ag-1	KKLEB cytotox	C8 TRAIL sens	HIF-2a inh	NR2E3 ag-2	Peg3 promoter
Cc1ccsc1/C=N/NC(=O)c1ccco1	-8	-32	0.5	3	3	-38	-3	9	-123	-2	-110
CC(C)NC(=O)COc1ccc(S(=O)(=O)N2CCOCC2)cc1	-3	1	-1.3	4	-5	-17	1	-13	3	1	-1
O=C(Nc1cc(Sc2ccccn2)cc([N+](=O)[O-])c1)c1cccc(F)c1	-3	70	2.4	10	10	-52	-15	25	-14	2	17
Fc1ccc(C2=Nn3c(Cc4ccccc4)nnc3SC2)cc1	-3	14	3.2	-9	-14	-13	-4	9	19	-4	6
Cc1ccc2cc(CN(Cc3nnnn3C3CCCC3)C3CCCCC3)c(=O)[nH]c2c1C	9	-6	-0.4	5	5	-9	0	-6	2	/	4
COc1ccc(C(C)=O)cc1COC(=O)c1ccc(N)c([N+](=O)[O-])c1	-4	18	-0.4	-2	-31	-3	3	-6	6	0	17
COC(=O)CC1C(=O)NC2CCCCC2N1C(=O)c1ccccc1 (stereo unspecified)	1	4	-1.3	4	-12	6	5	10	12	-3	11
CSc1nc(-c2ccccc2)c(-c2ccccc2)[nH]1	-3	27	3.6	-2	12	-17	-1	-4	20	-1	21
CC1CCc2c(sc3ncn(N)c(=N)c23)C1 (stereo unspecified)	4	6	-0.2	-9	-6	-3	2	-14	5	1	-4
O=C1NC2(CCCCCC2)C(=O)N1Cc1ccccc1Br	3	4	-0.4	3	3	-40	13	-17	13	4	12
Cc1ccc2cccc(Oc3cnccn3)c2n1	3	-10	6.4	4	-7	-14	1	-12	11	0	15
CNC(=O)CSc1nnc(-c2ccco2)n1-c1cccc(C)c1C	4	16	1.4	2	6	19	-1	0	10	1	3
Cc1ccccc1OC(C)c1nc(-c2ccccc2)no1 (stereo unspecified)	-4	-11	0.1	-21	-15	2	3	4	-108	0	-94
Cc1c(NCc2ccccc2O)c(=O)n(-c2ccccc2)n1C	-2	0	-0.1	4	-4	-6	9	1	16	6	20
Cc1ccc(S(=O)(=O)N(C)C)cc1NC(=O)CSc1nnc(C2CC2)n1C1CC1	-1	3	-1.9	12	-10	-8	12	2	8	3	2
CCNc1ccc(S(=O)(=O)C(F)(F)F)cc1NC(=O)C12CCC(CC1)C2	2	17	-0.2	2	2	-1	6	-4	14	1	-10
O=c1cc(-c2ccccc2)n(S(=O)(=O)c2ccccc2)o1	-7	-11	5.9	-7	13	17	0	7	-4	2	6
CC(C)COc1ccc(C(=S)N2CCCC2)cc1	5	-1	-0.5	-10	-17	21	-2	15	57*	5	-9
O=C(CCCOc1ccc(Cl)cc1Cl)NCC1CCCO1 (stereo unspecified)	9	-27	-1.5	-2	10	-29	-17	1	-21	3	-35
C=CCNC(=O)/C(C#N)=C/c1c(N2CCN(c3ccccc3)CC2)nc2c(C)cccn2c1=O	0	15	0.0	13	-23	-20	9	-9	16	-1	23
COc1cc(C(=O)NC(=S)Nc2ccc(NC(=O)c3ccco3)cc2)cc(OC)c1OC	10	-5	-2.1	-3	-4	10	10	18	17	-1	18
Cc1ccc(S(=O)(=O)N2CCC(=O)N(CCOCc3cccc(C(F)(F)F)c3)CC2)cc1	-13	-41	-0.4	-5	-1	30	-7	1	13	0	-3
Cn1nc([N+](=O)[O-])nc1Oc1ccc(C(C)(C)C)cc1	-11	-3	1.9	12	-17	8	7	-8	4	-1	-6
CC(C)(C)c1ccc(-c2nc(NCc3cccnc3)c3ccccc3n2)cc1	-58	18	-2.6	-9	-6	-60	-8	28	-191	0	-171
OCCC1CN(Cc2ccncc2)CCN1C1CCCC1 (stereo unspecified)	0	-1	-2.5	2	16	-1	0	-3	14	8	5
CCCCC(=O)Nc1cc(C)c(NC(=O)c2ccco2)cn1	-3	8	0.2	-12	-30	-6	1	-18	-22	0	3
COc1ccc(/C=C/C(=O)OC2CCCN(C)C2)cc1 (stereo unspecified)	-3	20	1.3	-17	1	-7	-1	8	-75	1	-43
Cc1ccccc1C(=O)c1cccn1CC(=O)O	-4	-35	-2.6	1	4	4	-2	4	16	-1	8
COc1cc(/C=N/N2CCN(c3ccccc3)CC2)cc(OC)c1OC(C)=O	4	3	0.7	-9	-22	-3	-4	-15	-23	-1	1
O=C(NCc1ccco1)C1(c2ccccc2)CCCC1	1	-13	-2.7	13	-3	-2	8	2	2	1	10
CCCn1c(=O)[nH]c(=O)c2c1nc(-c1ccc(OC(F)F)c(OC)c1)n2CCOC	6	7	0.8	0	-2	-5	-26	9	7	-2	21
FC(F)(F)c1cnc(COc2cc(Cl)cc(Cl)c2)c(Cl)c1	-1	15	-0.9	-9	-1	-1	-2	-15	0	1	-9
O=C(COc1ccc2ccc(=O)oc2c1)Nc1c(Cl)cccc1C(F)(F)F	-11	-5	-0.1	5	7	-17	-3	-14	3	2	7
Cc1cccn2c(=O)c(C=NCCO)c(NCc3ccco3)nc12	?	-2	5.1	0	-16	10	8	10	2	-3	2
c1cncc(-c2noc(C34CC5CC(CC(C5)C3)C4)n2)c1	-39	-28	-4.2	-35	-4	-45	-8	3	-200	5	-137
S=C(NCc1ccco1)N1CCN(c2ccccn2)CC1	-6	7	-0.1	-10	-5	12	5	35	10	3	18
C=CCOc1c(Br)cc(/C=C2\SC(=Nc3ccccc3)NC2=O)cc1OC	7	10	-0.9	-27	1	-30	-8	-2	-28	/	-3
Cc1c(C(=O)N/N=C/c2ccccc2)sc(=S)n1C	2	-19	-1.2	6	-1	-4	-1	-10	-10	-1	0
CCC(C)C(CO)NCCCn1cnc2c(SC)ncnc21 (stereo unspecified)	0	-2	3.3	/	-18	-38	4	1	7	/	18
CC(C)(C)OC(=O)N(CCc1ccccc1)Cc1ccc(OCc2cccc(NC(=O)C3CCC3)c2)cc1	0	19	-3.5	9	25	-9	-1	7	4	/	-1

Just CF NFkB inh, Shn3 3UTR inh and LMP1 NFkB inh (3 entries from above):
structure | CF NFkB inh | Shn3 3UTR inh | LMP1 NFkB inh
OCCC1CN(Cc2ccncc2)CCN1C1CCCC1 (stereo unspecified) | 16 | -1 | 0
Cc1ccccc1C(=O)c1cccn1CC(=O)O | 4 | -35 | -4
COc1cc(/C=N/N2CCN(c3ccccc3)CC2)cc(OC)c1OC(C)=O | -22 | 3 | 4

Further results follow.
SMILES	LMP1 NFkB inh	Shn3 3UTR inh	iPSC survival up	TRPM1 prom inh	CF NFkB inh	NR2E3 ag-1	KKLEB cytotox	C8 TRAIL sens	HIF-2a inh	NR2E3 ag-2	Peg3 promoter
COc1cnc(SCc2c(Cl)cccc2Cl)nc1Cl	-5	8	-0.9	-17	10	-6	2	-5	4	-1	-4
Nc1[nH]ncc1-c1ccc(F)cc1	-3	-7	2.2	-8	12	7	0	5	5	1	0
COC(=O)c1sc(NC(=O)COc2c(C)cccc2C)nc1C	7	-8	-0.7	-7	5	2	-3	18	-11	0	-3
CC(=O)c1cnc2cc(-c3cccc(Br)c3)nn2c1C	-47	-86	0.0	-60	-17	-59	12	2	-227	2	-233
CCc1ccc(NC(=O)CCc2nnc3ccc(N4CCC5(CC4)OCCO5)nn23)cc1	5	-7	0.2	5	-21	22	-2	-8	4	-7	7
Cc1cc(Cl)ccc1N(CC(=O)NCc1ccc2c(c1)OCO2)S(C)(=O)=O	-7	-6	0.0	-1	-22	3	5	3	14	2	16
CSC(=NCc1ccco1)NC#N	1	20	-0.5	11	-21	15	0	-6	1	3	-27
CCOc1cc(-c2nc(C)c(C(C)=O)n2O)ccc1OCC(=O)Nc1cccc(C)c1	4	-12	0.0	-3	-4	-4	12	-7	18	2	8
CC1(C(=O)NS(=O)(=O)c2ccc(Cl)cc2)CCN1C(=O)c1ccco1 (stereo unspecified)	/	-2	3.8	/	-6	4	12	-13	7	/	10
Brc1ccc(-c2csc(NC3=NCCCCC3)n2)cc1	3	-61	4.5	-20	0	-45	-4	6	-159	-1	-180
COc1ccc2c(c1)CN(C)S(=O)(=O)c1ccccc1-2	2	5	-1.0	-1	-11	-8	7	-9	5	/	11
CCCCC(=O)Nc1ccc(NC(=O)c2cccs2)cn1	0	-2	1.9	-7	4	-3	7	10	-76	1	-65
COC(=O)c1c(NC(=O)c2ccc(S(=O)(=O)N3CCOCC3)cc2)sc2c1CCN(C(C)C)C2	-14	-14	0.0	1	-21	9	7	-3	7	1	-1
Cc1ccc(C(=O)C(C)N(C(=O)c2ccc(Cl)cc2Cl)N2C(=O)CCCC2=O)cc1 (stereo unspecified)	-2	5	0.4	-2	-13	-32	-3	4	3	1	25
CCC(C)Cn1cnc2c(SCc3ccccn3)nc(N)nc21 (stereo unspecified)	-1	-21	4.0	-4	26	-6	-25	-3	-31	/	-9
Cc1ccccc1NS(=O)(=O)c1cc(C(=O)NCCC2=CCCCC2)ccc1C	2	2	0.8	5	4	3	7	-15	7	2	9
CC(=O)C1=C(c2ccccc2)NC(=O)NC1c1ccc(O)c(Cl)c1 (stereo unspecified)	0	1	0.1	-18	-14	-3	11	5	15	/	36
O=C1CSC(=S)N1N=Cc1c(O)ccc2ccccc12	3	1	11	15	-53	-23	20	14	-5	/	13
CN(CCOc1ccccc1)CC(O)COc1ccccc1 (stereo unspecified)	-7	-1	0.0	1	4	-17	-4	-2	0	-1	6
Cc1cccc(NC(=O)CN2CCCN(S(=O)(=O)c3ccc(Br)s3)CC2)c1	-4	9	-1.2	13	-12	-13	6	-22	13	-1	11
N=c1c(C(=O)NCCN2CCOCC2)cc2c(=O)n3ccccc3nc2n1CCCN1CCOCC1	-2	14	0.2	5	-13	11	10	37	7	-2	-2
CCN(CC)CCCN=C1N[C@@H](c2cccc(C(F)(F)F)c2)C(C(=O)OC)=C(C)N1CC	-13	-11	-2.8	?	9	-15	-2	0	4	/	51*
COc1cccc(NC(=O)COc2ccc(N3CC(C(=O)NCC(C)C)CC3=O)cc2)c1 (stereo unspecified)	-1	-30	0.2	-3	0	3	-10	-11	-5	-1	-5
CCC1(CC)C(=O)N(C)C(=O)NC1=NCc1ccccc1	3	-2	2.2	6	-12	6	-2	-15	2	0	8
CCOC(=O)C(C(=O)Nc1ccc(C)cc1)C1CCCCC1 (stereo unspecified)	-1	-6	-1.6	2	3	-29	-6	19	0	3	30
Cc1ccc(C(=O)Nc2ccccc2C(=O)N2CC3(C)CC2CC(C)(C)C3)cc1 (stereo unspecified)	-5	20	-2.7	8	-4	-2	-7	11	11	3	29

The list is partial; the hit share may differ from the screen's.
